HSF1 inh: HSF1 inhibition; activity change, negative = inhibition, % at 7.5 µM (by protocol); hit rate 0.77% among 300,000; NIH3T3-HGL HSE-luciferase, MG132-induced, luminescence 8 h; active compounds read low;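 active = more than half of replicate wells show activity change below -50%, luminescence cut by over half; inconclusive = some wells, but at most half, below -50%; inactive = no replicate well below -50%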;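 note: luciferase reports HSF-1 transcriptional activity via heat shock element; 0% = median of DMSO wells and -100% = zero luminescence signal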
HSF-1 act: increases HSF-1 driven luciferase reporter signal | NIH3T3-HGL HSF-1 luciferase reporter, MG132, 8 h; 100% = twice DMSO control signal | activation, % at 9 µM | hit rate 1.7% among 300,000 | AID 504408;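 active = mean replicate activation of at least 50% with a set share of replicates each reaching 50%; inconclusive = only one of those two conditions met; inactive = mean below 50% and too few replicates reaching it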;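 note: 0% = median of the neutral control wells and 100% = twice that signal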
HSP90 refold inh: HSP90 refolding inhibition in rabbit reticulocyte lysate. hit rate 0.91% among 290,000. inhibition, % at 5.6 µM. luciferase refolding luminescence, 3 h. AID 1789;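 active = inhibition above the screen-wide mean plus 3 SD, computed separately per campaign, cut at about 16% in these data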;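 note: 0% = DMSO wells and 100% = 60 µM geldanamycin wells; inhibitors lower the luminescence because luciferase stays unfolded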
AI-2 QS mod: Vibrio harveyi AI-2 quorum sensing modulation | Vibrio harveyi JMH597 AI-2 luminescence/OD600 ratio, 9 h; active compounds read low; strain lacks LuxN and CqsS sensors; 0 = neutral-control median | hit rate 0.4% among 300,000 | activity change, % at 7.5 µM | AID 2094; in the data active = activity change below about -75%, passing the limit was not always enough; inconclusive = no clear call, values can overlap the other calls;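 note: luminescence divided by OD600 gain over 9 h not by final OD600 alone; inactives centre near 13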
KLF5 inh: inhibitors of KLF5 expression; DLD-1 KLF5 promoter-luciferase reporter, luminescence; inhibition, % at 5 µM; hit rate 0.23% among 290,000; AID 1700;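 active = inhibition above a per-plate limit of that plate's mean compound inhibition plus 3 SD, cut at about 60% in these data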;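 note: 0% = DMSO wells and 100% = LY294002 at 200 µM; higher means less KLF5 promoter-driven luciferase light; inactives centre near -14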
IEC-6 tox: counter-screen for KLF5 inhibitors: cytotoxicity in IEC-6 cells | IEC-6 cytotoxicity, luminescence viability | inhibition, % at 5 µM | hit rate 0.78% among 290,000; in the data active = inhibition above about 22%;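 note: 0% = plate median of test compound wells and 100% = cytotoxic reference compound wells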
Platelet DG rel: modulates dense granule release in human platelets. human platelet-rich plasma, SFLLRN dense granule ATP release, luminescence. inhibition, %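 (compounds screened at 7.5 µM in platelet-rich plasma)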. hit rate 0.22% among 300,000. AID 1663;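 active = mean replicate score, as percent of positive control, at or above 50; inconclusive = mean below 50 but at least one replicate at or above 50; inactive = mean and every replicate below 50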
aSyn UTR inh: MLPCN primary screen, SNCA 5' untranslated region | alpha-synuclein 5'UTR reporter, inhibitor activity | inhibition, % (tested at 7.5 µM) | hit rate 0.82% among 300,000; in the data active = inhibition above about 60%; inconclusive = no clear call, values can overlap the other calls;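 note: H4 neuroglioblastoma cells stably carrying SNCA 5'UTR luciferase fusion; 0% = DMSO wells and 100% = positive control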
HDAC3 inh: inhibitors of human histone deacetylase 3. recombinant HDAC3, fluorogenic peptide/trypsin coupled, fluorescence. inhibition, % at 8.3 µM. O15379. AID 2718. hit rate 0.15% among 320,000; in the data active = inhibition above about 26%, passing the limit was not always enough; inconclusive = no clear call, values can overlap the other calls
Target sequence (O15379 whole entry, looked up): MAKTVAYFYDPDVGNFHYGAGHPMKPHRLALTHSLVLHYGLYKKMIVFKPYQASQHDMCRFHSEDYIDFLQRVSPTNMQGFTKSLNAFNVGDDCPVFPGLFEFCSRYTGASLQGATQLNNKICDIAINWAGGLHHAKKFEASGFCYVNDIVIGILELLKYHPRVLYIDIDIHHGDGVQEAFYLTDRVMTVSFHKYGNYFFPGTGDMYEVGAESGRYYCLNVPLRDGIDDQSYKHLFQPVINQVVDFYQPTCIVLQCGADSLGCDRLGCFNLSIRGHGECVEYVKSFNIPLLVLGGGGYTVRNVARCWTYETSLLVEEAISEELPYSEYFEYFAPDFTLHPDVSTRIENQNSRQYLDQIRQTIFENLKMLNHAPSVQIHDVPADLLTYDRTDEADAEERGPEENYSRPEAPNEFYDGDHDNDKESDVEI
HIF activator: HIF pathway transcriptional activation; U2OS HRE-luciferase reporter, luminescence; normalized: DMSO 0%, desferrioxamine 100%; activation, % at 7.5 µM (by protocol); hit rate 0.32% among 300,000; AID 1910;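 active = mean activation of at least 10% of the iron chelator positive control signal, with at least half of replicates also reaching 10%; inconclusive = mean and replicate majority disagree about reaching 10%; inactive = mean and most replicates under 10%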
Starred values were filed as active, the others as inactive; ? = inconclusive; · = not tested or not shown. Compounds as they come; overall some 5% were active at least once.

SMILES	HSF1 inh	HSF-1 act	HSP90 refold inh	AI-2 QS mod	KLF5 inh	IEC-6 tox	Platelet DG rel	aSyn UTR inh	HDAC3 inh	HIF activator
O=C(CN1C(=O)C2CC=CCC2C1=O)Nc1ccc(Br)cc1 (stereo not drawn)	-2	4	-5	-26	-22	5	14	8	-3	-0.4
NS(=O)(=O)c1ccc(CCNC(=O)CSc2cccs2)cc1	-3	-13	-3	15	-36	-2	1	15	5	-0.1
OC(COc1ccccc1)CN1C2=NCCCN2c2ccccc21 (stereo not drawn)	-2	-3	0	19	6	0	-5	-3	-1	-0.1
COc1cccc(NC(=O)C(C)NS(=O)(=O)c2ccc(Br)cc2)c1 (stereo not drawn)	4	10	-4	-6	-7	-9	2	0	2	0.1
O=C(NCc1ccccc1)C1=C[C@H](c2csc3ccccc23)C[C@H](OCCCCO)O1	-2	1	14	14	-10	-1	1	25	9	-0.2
CC(C(=O)NCCCN1CCOCC1)n1cccc1C(=O)c1ccccc1 (stereo not drawn)	-1	6	1	18	-25	-2	3	3	12	-0.8
CCOC(=O)c1c(C)nc2sc(C(N)=O)c(N)c2c1-c1ccc(OC)cc1	2	20	1	-4	-13	0	1	17	-3	0.3
CC1CCCC(C)N1C(=O)COc1ccc(C(=O)N/N=C/c2ccc(C(=O)O)cc2)cc1 (stereo not drawn)	3	1	0	21	-31	-2	4	-14	7	0.3
COc1cc(NC(=O)c2ccc3c(c2)OCCO3)ccc1NC(=O)c1cccs1	14	32	3	1	-50	-6	-11	-21	-2	0.8
CN(C)CCNc1ncnc2ccccc12	-8	1	-3	3	-26	-2	-2	4	3	0.1
O=C(NC(Cc1ccccc1)C(=O)O)/C(=C\c1ccc(Br)cc1)NC(=O)c1ccc(Br)o1 (stereo not drawn)	2	24	-1	17	-18	-3	3	7	-6	-0.2
Cc1cccc(C)c1NC(=O)Cn1nnc(C(=O)Nc2ccc(F)cc2F)c1N	-8	-12	0	10	-5	2	6	1	-5	-0.5
CNC(=S)N1CCC(NC(=O)C23CC4CC(CC(C4)C2)C3)CC1	-3	12	3	-22	-4	3	-8	7	-1	-0.2
COc1ccc(CNC(=O)CN2C(=O)CSc3ccc(S(=O)(=O)N4CCCCC4)cc32)cc1	5	4	2	12	14	4	4	-8	4	-0.6
COc1ccccc1N1CCN(C(CNS(=O)(=O)c2ccccc2)c2ccccc2)CC1 (stereo not drawn)	6	57*	-1	21	3	0	-6	2	4	0.4
O=[N+]([O-])c1ccc2ccn(C3OCC(O)C(O)C3O)c2c1 (stereo not drawn)	·	·	-3	15	-24	2	·	·	-6	·
Cc1ccc(C)c(NC(=O)CN(C)C(=O)c2cc3ccccc3o2)c1	-6	-2	-5	-8	-56	2	-3	-59	-1	0.1
CCOc1ccc(CCNC(=O)CCc2nnc3ccc(N4CCOCC4)nn23)cc1	-4	-9	-5	32	-17	-2	2	-8	0	-0.2
COc1cccc(CN2CCN(CCCc3ccccc3)C(CCO)C2)c1O (stereo not drawn)	0	1	1	14	-5	-4	3	-15	-5	-1.2
C=C(C)[C@@H]1CC=C(CN2CCN(Cc3ccccc3)CC2)CC1	-10	-8	1	-12	-5	-3	2	4	1	-0.2
O=C(Cn1cnc2ccccc2c1=O)c1c[nH]c2ccccc12	0	2	1	-52	-11	7	-2	12	-2	0.3
CC(C)(C)NC(=O)CSc1nc2ccc(NC(=O)CSc3nnc(N)s3)cc2s1	-2	16	-4	32	3	-1	5	16	5	-1.3
COc1ccc2c(c1)[nH]c(=O)c1sc3ccccc3c12	2	-10	-2	17	-15	9	7	51	-6	1.3
Cc1ccc(C)c(S(=O)(=O)NC(Cc2c[nH]c3ccccc23)C(=O)O)c1 (stereo not drawn)	-3	-10	-1	10	-1	0	3	-1	3	-0.3
O=C(/C=C/c1cccc(Cl)c1)Nc1ncccn1	1	28	0	16	-29	1	0	-76	·	1.7
The list continues.
SMILES	HSF1 inh	HSF-1 act	HSP90 refold inh	AI-2 QS mod	KLF5 inh	IEC-6 tox	Platelet DG rel	aSyn UTR inh	HDAC3 inh	HIF activator
NC(=O)c1c(-c2ccccc2)oc2ccc(O)cc12	-2	6	-3	0	-34	-4	1	-2	3	-0.1
CNC(=O)COc1cccc(C(=O)NCc2ccccc2)c1	-12	-9	4	27	-9	-2	6	13	0	0.7
O=c1cc(CS(=O)(=O)c2ccccc2)nc(-c2ccncc2)[nH]1	1	28	1	22	-10	-1	-1	-6	-2	-0.6
COc1ccc(CN2CCN(C(=O)c3cccc4ccccc34)CC2)cc1Br	4	18	-3	40	-19	1	2	-1	7	-0.6
Cc1cccc(C(=O)NNc2ncnc3c2cnn3C)c1	2	3	-3	34	-56	2	10	0	-20	-0.8
CN(C)c1nc(NCc2ccccc2)nc(N/N=C/c2ccc(Cl)cc2Cl)n1	-2	-4	-7	21	-31	-3	0	6	1	0.1
COCCCNC(=O)c1cc2cc([N+](=O)[O-])cc(OC)c2oc1=O	-38	-53	0	-3	-17	-6	9	3	1	-0.3
CC(C)OC(=O)c1cccnc1SCC(=O)N(C)c1ccccc1	-2	-3	9	9	-11	4	-4	24	-7	-0.4
CCOc1ccc(NS(=O)(=O)c2csc(C(N)=O)c2)cc1	-20	-4	-3	-1	-21	-1	6	-8	13	0.5
CCOc1ccc(CCNC(=O)COC(=O)CNS(=O)(=O)c2ccc(C)cc2)cc1OCC	-2	-17	·	11	·	·	17	17	-9	-0.4
Cc1c(Cl)cnc(NC(=O)COC(=O)c2nn(C)c(=O)c3ccccc23)c1Cl	-4	-13	-1	20	-5	-6	-2	4	5	0.0
O=[N+]([O-])c1ccccc1S(=O)(=O)N1CCCCC1	-10	-1	7	2	-20	2	12	-5	0	0.0
Cc1ccc(Cn2c(SCC(=O)N3CC(=O)Nc4ccccc43)nc3ccccc3c2=O)cc1	3	-1	2	13	6	2	0	21	9	0.0
Cc1ccc(S(=O)(=O)Nc2cccc(C(=O)NCC(c3ccccc3)N(C)C)c2)cc1F (stereo not drawn)	1	8	·	5	·	·	4	4	5	-0.6
COc1ccc(CNc2nc3c(c(=O)n(Cc4ccc(Cl)cc4)c(=O)n3C)n2C)cc1	-9	-14	4	22	-6	-4	7	45	-5	-0.6
CC(=O)c1ccc(NC(=O)c2sc3nc(N4CCOCC4)c4c(c3c2N)CCCC4)cc1	3	22	3	3	-34	0	-1	-58	4	1.0
COc1ccc(C2C3=C(N=C4SCC(=O)N42)c2ccccc2CC3)cc1 (stereo not drawn)	·	·	3	19	-38	2	2	-30	-2	1.5
CC(C)=CC1C=C(C)C(C)C2C(=O)NNC(=O)C12 (stereo not drawn)	·	·	-2	6	-28	-2	-1	-6	1	-0.4
Cc1cccc(OCC(=O)O/N=C(\N)c2ccc(Cl)cc2)c1	-1	-4	-1	?	-56	-3	1	8	2	·
O=C(CN1C(=O)CSc2ncccc21)Nc1cccc(Cl)c1	-2	-9	1	23	-27	7	2	-25	3	0.9
COc1ccc(Oc2nc(C)cc(C)c2C#N)cc1	-4	13	0	-6	-5	2	-3	-17	2	-0.9
CC(=O)c1coc2ccc(OCCN3CCCCC3)cc12	-9	-9	5	15	-28	6	-10	-7	0	·
COc1cccc(CNC(=O)C2CCN(c3cnccn3)CC2)c1	-2	-1	0	35	-9	-5	3	-1	1	0.3
O=C(NCc1ccccc1)C1=C[C@H](c2ccc3c(c2)OCO3)C[C@H](OCCCCO)O1	1	11	5	27	-10	-2	-4	1	2	-8.0
COC(=O)c1sc(C(=O)OC)c(C(=O)OC)c1C(=O)OC	-8	-14	2	41	-14	5	14	2	-9	-0.1
Further compounds:
SMILES	HSF1 inh	HSF-1 act	HSP90 refold inh	AI-2 QS mod	KLF5 inh	IEC-6 tox	Platelet DG rel	aSyn UTR inh	HDAC3 inh	HIF activator
S=c1[nH]nc(-c2ccc(Cl)cc2)n1-c1ccc(Cl)cc1	0	2	0	5	-48	2	-2	4	-4	-0.7
CCOC(=O)C1CCCN(CC(O)COCc2ccccc2OC)C1 (stereo not drawn)	-5	10	-1	10	-10	8	-6	-11	-2	1.0
Cc1nn(-c2ccccc2)c(N2CCCC2)c1/C=N/NC(=O)C1CC1	-16	-20	2	12	9	6	0	41	4	1.7
COCCNC(=O)/C(=C/c1ccccc1Cl)c1ccccc1	3	-5	-6	14	-43	-2	4	4	7	-0.3
COc1cccc(S(=O)(=O)NCC(=O)N2CCCCCC2)c1	-4	-17	-6	2	-16	-4	0	4	3	0.8
CCCCNC(=O)N(O)C1N(/N=C/c2ccccc2F)C(=S)SC1(C)C (stereo not drawn)	9	10	-5	22	-24	-5	0	9	1	-0.7
O=c1oc2ccccc2cc1-c1csc(Nc2nc3ccc(F)cc3s2)n1	5	4	-1	24	2	7	20	-115	-4	1.9
COc1ccc2sc(C)nc2c1NC(C)=O	0	0	9	15	-19	6	1	5	2	-0.1
O=C1CCc2cc(S(=O)(=O)NCCC(=O)NC3CCCCC3)ccc2N1	-6	22	-3	12	-32	-14	-8	-7	-8	0.3
O=C(c1ccccc1)C1CCN(C(=O)Nc2ccccc2)CC1	7	7	-1	17	-34	-1	-3	-13	0	1.0
Cc1nc([N+](=O)[O-])cn1C(C)C	-5	-1	1	7	1	-2	4	-2	12	-0.3
CCOc1ccc(NC(=O)N2CCC(NC(=O)C(Cc3ccccc3OC)NC(C)=O)CC2)cc1 (stereo not drawn)	-22	-27	0	8	-33	0	-3	2	-8	0.9
Cc1cccc(C(=O)NC2CCN(S(=O)(=O)c3ccccc3)CC2)c1	-8	-17	2	15	-5	0	0	18	5	-0.6
C(=C\c1nccc2c1[nH]c1ccccc12)/c1ccccc1	20	44	-4	44	-59	9	8	-84	8	5.0
COC(=O)Cc1ccc(NC(=O)c2ccccc2Cl)cc1	6	-8	-1	21	-28	-6	5	28	0	-0.4
CCCC12CN3CC(C)(CN(C1)C3c1ccco1)C2=O (stereo not drawn)	0	23	-1	4	-5	-1	-4	-10	10	-0.1
CC1CC(C)CN(c2oc(-c3ccccc3Cl)nc2C#N)C1 (stereo not drawn)	-4	-8	-4	23	-7	-1	-4	12	-1	-0.1
CCOC(=O)c1c[nH]c(=O)c(Br)c1O	-35	-50	1	11	-39	-2	-1	1	-1	-0.1
Cc1ccc(-n2c(SCC(=O)N3CCOCC3)nc(O)cc2=O)cc1	4	23	-3	7	-42	3	-11	-7	6	-0.9
CC(NC(=O)CC(c1ccccc1)c1cc(Cl)ccc1O)c1ccccc1 (stereo not drawn)	1	3	-5	11	-9	-9	-1	16	12	-0.3
O=c1c(=Nc2ccccc2O)c(=O)c2ccccc12	20	55*	8	23	-9	3	1	-112	9	1.2
O=C(NCCN1CCN(C(=O)Nc2ccccc2)CC1)Nc1ccccc1	1	11	0	8	-14	2	-15	3	2	-0.2
CCCCN(CC)CCCNC(=O)c1ccc(CSc2nc3ccncc3[nH]2)cc1	-2	6	3	17	-1	10	9	15	-3	-0.2
COc1ccc(NC(=O)c2cc(C)no2)cc1Cl	2	3	-3	10	-5	-3	-27	-12	-3	0.3

From PubChem BioAssay
